FadD28 binding: M. tuberculosis FadD28 bisubstrate binding inhibition; inhibition, % at 12.5 µM; 0.22% of 360,000 active; FadD28 bisubstrate probe binding, fluorescence polarization; AID 588549; in the data active = inhibition above about 8.5%, passing the limit was not always enough; inconclusive = no clear call, values can overlap the other calls
BoNT-A LC inh2: blocks Botulinum neurotoxin A light chain protease; multiplex microsphere protease substrate cleavage, flow cytometry; inhibition, % at 10 µM; 0.17% of 360,000 active; AID 588499; in the data active = inhibition above about 30%; inconclusive = no clear call, values can overlap the other calls; note: plate controls were buffer without enzyme for full effect and enzyme alone for no effect
GDH-TPI counter: inhibits GDH-TPI coupling enzymes, artifact for Mtb FBA screen; GDH-TPI coupled enzyme counterscreen, NADH absorbance; inhibition, % at 4.8 µM; 1.2% of 360,000 active;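 note: 0% = DMSO wells and 100% = wells lacking the enzyme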
FBA Mtb inh: Mtb fructose-bisphosphate aldolase inhibition | P9WQA3 | purified M. tuberculosis FBA, fluorescence read-out | inhibition, % at 1 µM | 2.3% of 360,000 active | AID 588726; in the data active = inhibition above about 27%;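 note: 0% = vehicle and 100% = reference inhibitor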
Target sequence (P9WQA3 whole entry, looked up): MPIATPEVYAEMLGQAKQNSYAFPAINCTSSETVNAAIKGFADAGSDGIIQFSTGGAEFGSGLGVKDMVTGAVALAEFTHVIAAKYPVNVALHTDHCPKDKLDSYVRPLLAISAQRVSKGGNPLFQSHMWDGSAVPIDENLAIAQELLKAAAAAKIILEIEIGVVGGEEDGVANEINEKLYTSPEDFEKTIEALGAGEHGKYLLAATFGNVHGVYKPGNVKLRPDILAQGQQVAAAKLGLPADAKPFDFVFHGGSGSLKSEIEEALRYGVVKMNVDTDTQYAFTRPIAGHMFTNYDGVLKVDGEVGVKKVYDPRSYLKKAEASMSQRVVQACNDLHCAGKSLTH
Mtb UGM inh: inhibitors of M. tuberculosis UDP-galactopyranose mutase | P9WIQ1 | purified UGM, fluorescence polarization probe displacement | inhibition, % at 10 µM | 0.06% of 320,000 active | AID 504406; in the data active = inhibition above about 10%, passing the limit was not always enough; inconclusive = no clear call, values can overlap the other calls
Target sequence (P9WIQ1 whole entry, looked up): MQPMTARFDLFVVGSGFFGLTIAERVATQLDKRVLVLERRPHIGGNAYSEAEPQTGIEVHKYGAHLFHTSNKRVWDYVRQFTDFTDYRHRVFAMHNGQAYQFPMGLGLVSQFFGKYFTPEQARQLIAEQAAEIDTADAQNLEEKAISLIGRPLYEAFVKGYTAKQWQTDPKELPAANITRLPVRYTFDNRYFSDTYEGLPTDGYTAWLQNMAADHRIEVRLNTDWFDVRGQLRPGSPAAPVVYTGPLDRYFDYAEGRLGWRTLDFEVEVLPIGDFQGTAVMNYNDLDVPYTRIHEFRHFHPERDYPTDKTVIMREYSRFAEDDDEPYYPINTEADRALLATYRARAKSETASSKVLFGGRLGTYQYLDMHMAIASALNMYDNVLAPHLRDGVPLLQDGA
BoNT-F LC inh: BoNT F light chain protease inhibition. inhibition, % at 10 µM. Multiplex microsphere protease cleavage assay, flow cytometry. 0.22% of 360,000 active; in the data active = inhibition above about 35%, passing the limit was not always enough; inconclusive = no clear call, values can overlap the other calls; note: plate controls were buffer without enzyme for full effect and enzyme alone for no effect
PrPC TRFRET: reduces human prion protein on the cell surface; P04156; 0.43% of 370,000 active; inhibition, % at 13.8 µM; AID 720596; cell surface PrPC, TR-FRET read-out; in the data active = inhibition above about 24%; note: 0% = median of the test wells and 100% = reference compound wells
BioA inh: inhibitors of Mycobacterium tuberculosis BioA enzyme; 0.096% of 360,000 active; purified M. tuberculosis BioA enzyme, plate reader; AID 602481; inhibition, % at 9.99 µM; in the data active = inhibition above about 40%; inconclusive = no clear call, values can overlap the other calls
CCHF vOTU inh: CCHFV vOTU protease inhibition; Pep-AMC fluorescence; inhibition, % at 11.5 µM; 0.55% of 370,000 active; AID 651958; note: 0% = vehicle wells with enzyme and 100% = no enzyme wells
An asterisk follows results filed as active; ? = inconclusive; nt = not tested or not shown; + = active, no number. Cut-off read from the data, not from the text of the source, unless noted: active = inhibition above about 30%; inactive = the rest.

Compound | Mtb UGM inh | GDH-TPI counter | CCHF vOTU inh | FadD28 binding | PrPC TRFRET | BioA inh | FBA Mtb inh | BoNT-F LC inh | BoNT-A LC inh2
Cc1ccn2cc(C(=O)NC3CCN(Cc4ccccc4)CC3)nc2c1 | 2.6 | 10 | -3 | -1.9 | 3 | -0.9 | 13 | 7 | 1.0
CCN=c1scc(-c2ccco2)n1/N=C/c1ccc(O)cc1 | 1.5 | 15 | 2 | -3.9 | -1 | -0.2 | 0 | -10 | 0.3
CC1CCc2c(C(=O)NCCCN3CCOCC3)csc2C1 (stereo not drawn) | 1.6 | -13 | -2 | -5.3 | 7 | -0.1 | -1 | -3 | -0.4
Cc1ccc(NC(=O)CCNC(=O)Nc2ccccc2)cc1S(=O)(=O)N(C)C | -1.5 | 6 | -1 | -0.6 | -4 | 1.1 | -2 | 6 | 0.1
CC(CCc1ccccc1)NC(=O)C1CCN(c2nnc(-n3cccc3)s2)CC1 (stereo not drawn) | -1.8 | 3 | 12 | -0.6 | -6 | 1.2 | 0 | -8 | -0.4
COc1ccc(C(=O)Nc2cc3c(cc2N2CCOCC2)n(C)c(=O)n3C)cc1OC | 0.0 | 9 | nt | 0.5 | nt | -0.6 | -3 | -11 | -1.8
CCOc1ccc(NC(=S)N2CCN(CCN3C(=O)c4cccc5cccc(c45)C3=O)CC2)cc1 | 0.4 | 5 | 4 | -2.8 | -25 | -0.6 | -1 | 6 | 1.1
CC(C)(C)Cc1nnc(NS(=O)(=O)Cc2ccccc2)s1 | 2.7 | -8 | -1 | -1.2 | 4 | 0.6 | 2 | -10 | -0.6
O=C(c1ccccc1-c1nc(-c2ccc(Cl)cc2)no1)N1CCCC1 | -0.1 | 7 | 1 | 1.3 | -8 | -1.0 | 0 | -21 | -0.9
O=C(NCc1ccon1)C1CCC(=O)N(CCc2cccc(F)c2)C1 (stereo not drawn) | nt | 0 | 8 | -1.7 | -1 | 2.3 | 4 | -7 | -0.8
CN(C)S(=O)(=O)c1ccc(N2CCCC2)c(C(=O)Nc2cccc(F)c2)c1 | -0.4 | 9 | nt | -1.0 | nt | 0.5 | 0 | -6 | -0.3
C1CCC(Nc2nnnn2C2CCCCC2)CC1 | -1.3 | 3 | 3 | -1.9 | -1 | -0.7 | 1 | 13 | 0.3
O=C(O)C1CSC(c2ccccc2Cl)N1C(=O)c1ccc(Cl)cc1 (stereo not drawn) | nt | 2 | -5 | -1.9 | -1 | 0.3 | 2 | -6 | 0.9
Cc1ccc(Nc2ccc(-n3ccnc3)nn2)cc1C | 1.4 | 1 | -4 | 0.6 | 1 | 13 | -3 | 4 | 0.2
N#Cc1c(-c2ccccc2)nc(SCC(=O)Nc2ccccc2)[nH]c1=O | 3.1 | -3 | 14 | -4.1 | 28* | 3.3 | 0 | 4 | 0.2
O=C(NCCN1CCOCC1)c1ccc2c(c1)N(Cc1cccc(Cl)c1)C(=O)c1ccccc1S2(=O)=O | nt | -2 | -13 | -4.7 | -3 | 5.2 | -1 | 6 | 0.1
COCCNC(=S)N(CCc1c(C)[nH]c2ccc(Cl)cc12)Cc1cccnc1 | -1.4 | -7 | 6 | -3.3 | -5 | nt | -3 | -15 | -2.1
COC1CCN(C(=O)CC2C(=O)NCCN2CC2CCCCC2)CC1 (stereo not drawn) | -0.1 | 5 | -3 | -3.0 | 4 | nt | 5 | -3 | 0.2
CN(Cc1cccs1)C(=O)CCNS(=O)(=O)c1ccc(Br)cc1 | -1.6 | 3 | -1 | -4.7 | 8 | 1.7 | -2 | -3 | -0.1
O=S(=O)(NCC(c1ccco1)N1CCOCC1)c1ccc(Cl)cc1 (stereo not drawn) | 0.9 | -3 | 15 | -3.6 | 6 | -0.1 | 1 | -6 | -1.7
COc1cc(/C=C2/SC(=S)N(CC(=O)O)C2=O)ccc1OCC(=O)Nc1ccc(C)c(C)c1 | 0.6 | 11 | -5 | 2.6 | 3 | -1.4 | 0 | -12 | -1.2
O=C(O)c1cc(/C=C/c2ccc(N3CCOCC3)cc2)nc2ccccc12 | 1.8 | 23 | -2 | 3.3 | -13 | nt | 0 | -6 | 1.2
O=S(=O)(NCc1cccnc1)c1ccc2ccccc2c1 | -0.3 | -3 | 7 | -0.6 | 2 | 3.2 | 2 | -2 | -0.9
C/C(=N\N=C1\NC(=O)CC(C(=O)O)S1)c1ccc(F)cc1 (stereo not drawn) | -0.8 | 10 | 5 | -1.2 | 5 | 0.1 | -3 | 1 | 0.1
Cc1ccc(NC(=O)C(=O)NCCCN2CC(C(=O)O)CC2=O)cc1 (stereo not drawn) | -1.7 | 4 | -7 | -0.7 | 6 | -1.5 | -1 | -2 | 0.1
CCc1ccc(-c2cc(C)no2)cc1S(=O)(=O)N1CCN(c2ccc(C(C)=O)cc2)CC1 | 1.6 | 10 | 19 | 0.5 | 5 | 1.7 | -3 | 5 | -0.5
CCOc1ccc(NC(=O)OCCN2CCN(CCc3ccccc3)C(C)C2)cc1 (stereo not drawn) | nt | 6 | -4 | -0.5 | -8 | 0.6 | -1 | -2 | -0.1
FC(F)(F)c1ccc(Cl)c(-n2c(-c3ccco3)n[nH]c2=S)c1 | 2.5 | -10 | 5 | -4.5 | 3 | -1.1 | -2 | 12 | -2.7
COc1ccc(N2CCN(CC(=O)Nc3ccccc3C(=O)NCc3ccccc3)CC2)cc1 | nt | 5 | 10 | -1.4 | 9 | 1.9 | 3 | -1 | -0.5
Cc1c(CC(=O)N2CCN(C(=O)C3COc4ccccc4O3)CC2)c(=O)oc2c(C)c(O)ccc12 (stereo not drawn) | -1.5 | 23 | -328 | 0.2 | 7 | -0.2 | + | 1 | -1.3

Entries of single compounds from above.
Results for COc1ccc(C(=O)Nc2cc3c(cc2N2CCOCC2)n(C)c(=O)n3C)cc1OC → Mtb UGM inh = 0.0; GDH-TPI counter = 9; CCHF vOTU inh = nt; FadD28 binding = 0.5; PrPC TRFRET = nt; BioA inh = -0.6; FBA Mtb inh = -3; BoNT-F LC inh = -11; BoNT-A LC inh2 = -1.8
Results for COCCNC(=S)N(CCc1c(C)[nH]c2ccc(Cl)cc12)Cc1cccnc1 → Mtb UGM inh = -1.4; GDH-TPI counter = -7; CCHF vOTU inh = 6; FadD28 binding = -3.3; PrPC TRFRET = -5; BioA inh = nt; FBA Mtb inh = -3; BoNT-F LC inh = -15; BoNT-A LC inh2 = -2.1

Continued:
Compound | Mtb UGM inh | GDH-TPI counter | CCHF vOTU inh | FadD28 binding | PrPC TRFRET | BioA inh | FBA Mtb inh | BoNT-F LC inh | BoNT-A LC inh2
COc1ccc(CN(C)CC(=O)Nc2cccc(S(N)(=O)=O)c2)c(OC)c1OC | -0.3 | 10 | 11 | -0.7 | -3 | nt | 8 | -2 | -1.3
CC(C)NC(=O)C1(c2ccccc2)CC1(Cl)Cl (stereo not drawn) | 0.9 | 3 | -9 | -4.0 | -2 | nt | -5 | -1 | -0.1
O=C1CCCCCN1Cc1ccccc1 | nt | 4 | 2 | -0.3 | -1 | 0.4 | -2 | -11 | -0.4
COc1ccc(OCCC(=O)OCC(=O)NC(=O)NC2CCCCC2)cc1 | -1.4 | 4 | 15 | 1.5 | -3 | 1.0 | -3 | -7 | 0.3
Cn1c(N)c(C(=O)CSc2nnc(C3CC3)n2N)c(=O)n(C)c1=O | -0.4 | 6 | -9 | nt | 3 | 2.9 | -3 | -6 | -1.6
Cc1nn(Cc2ccc(F)cc2)c(C)c1NC(=O)c1noc2c1CCCCC2 | -0.7 | 3 | -3 | -1.4 | 12 | -0.7 | 1 | 0 | -0.4
CN(Cc1ccccc1F)C(=O)COc1ccc(C(=O)c2ccccc2)cc1 | 6.1 | -7 | 18 | -4.4 | 6 | 3.4 | -1 | -6 | -0.6
O=S(=O)(c1ccc(Cl)cc1)N1CCN(CCc2ccncc2)CC1 | -1.6 | -5 | -14 | -1.1 | 4 | 0.1 | 3 | 3 | -0.7
COc1ccc(-c2nc3c(C)cc(Br)cn3c2Cc2ccccc2)cc1OC | nt | nt | 17 | -9.3 | 13 | 0.0 | 4 | 5 | 0.5
CN(C)S(=O)(=O)c1ccc(C(=O)N2CCN(S(=O)(=O)c3cccs3)CC2)cc1 | 1.0 | 0 | -3 | -0.9 | 1 | nt | 0 | -3 | -1.3
Cc1ccc(S(C)(=O)=N/C=C2\C(=O)c3sccc3N(C)S2(=O)=O)cc1 (stereo not drawn) | 0.8 | -6 | 3 | -3.4 | -6 | nt | -2 | ? | ?
COc1ccc(C(=O)CNc2ccc3ccccc3c2)cc1 | nt | 6 | -10 | -1.1 | -1 | nt | 12 | -5 | 0.5
COc1ccc(Cc2nnc(Nc3ccc(Cl)cc3)[nH]c2=O)cc1 | -1.4 | 0 | -3 | -3.8 | -5 | -0.5 | -5 | -4 | 0.1
CC(=O)Nc1nc(C)c(-c2csc(Nc3ccc(O)cc3)n2)s1 | -0.8 | 25 | nt | 5.7 | nt | -0.6 | -2 | 0 | -0.1
CN(C)C(CNC(=O)c1cc(-c2ccco2)nc2ccccc12)c1ccccc1 (stereo not drawn) | 5.3 | 10 | -110 | -2.0 | -8 | -1.5 | 38* | 0 | -0.4
CCOC(=O)CSc1snnc1-c1ccccc1 | -1.4 | 6 | -9 | -1.7 | -9 | nt | 0 | -4 | -0.2
Nc1nonc1C(=O)NCCNCc1cc(Br)ccc1OCc1ccccc1F | -2.2 | -4 | 5 | -1.3 | 12 | -1.1 | 2 | -20 | -1.1
CC(=O)N(CC(=O)Nc1nn(-c2ccccc2)nc1C(N)=O)Cc1ccccc1 | -2.6 | 2 | -7 | -2.5 | 0 | nt | 43* | -4 | -0.6
CCCC(=O)c1ccc(N2CCN(C(=O)c3ccccc3)CC2)c(F)c1 | -0.1 | 9 | 6 | -0.8 | 15 | 3.1 | 0 | 2 | -0.4
CC(=C1C(=O)c2ccccc2C1=O)N1CCN(c2ccccn2)CC1 | -4.4 | 6 | 6 | -4.0 | -7 | 0.5 | 2 | -13 | 0.1
O=C(NCC1CCCO1)C1CCN(C2CCN(C3CCCCCC3)CC2)CC1 (stereo not drawn) | 2.1 | -12 | -2 | -2.4 | -7 | nt | -2 | -19 | -6.1
Cc1ccnc(SCC(=O)Nc2sccc2C#N)n1 | -1.3 | 2 | 11 | -2.7 | -1 | -0.1 | 0 | -6 | -2.4
C/C(=N\N1CCN(C)CC1)c1c(O)n(Cc2ccccc2)c(=O)[nH]c1=O | 1.2 | -7 | -3 | -1.9 | -7 | nt | 0 | 0 | -0.1
CN(C)c1ccc(C=C2C(=O)NC(=S)NC2=O)cc1 | nt | 27 | 14 | -3.2 | -6 | -1.2 | -7 | -1 | -0.7
Cc1ccc2c(c1)C(=O)CCCCC(=O)N2 | -4.1 | -4 | 14 | -4.4 | 3 | nt | 1 | -8 | -0.1
CCOC(=O)C1=C(O)C(=O)N(Cc2ccccc2)CC1 | 2.1 | -2 | 9 | -2.6 | -1 | -0.2 | -2 | -5 | -0.3
CCOC(=O)C1CCN(C(=O)CCc2ccc(S(=O)(=O)NC(C)C)cc2)CC1 | -0.4 | -1 | -2 | 0.3 | 6 | 0.1 | 1 | -21 | -3.5
CCOC(=O)C1=C(CN2CCN(C(=O)c3ccco3)CC2)NC(=O)NC1c1ccccc1 (stereo not drawn) | -0.6 | 8 | nt | 0.5 | nt | 1.6 | 4 | -2 | 0.3
CC(C)n1c(O)c(C=NCc2cccnc2)c(=O)[nH]c1=S | 1.4 | 29 | 7 | -2.6 | 1 | nt | -2 | 11 | 0.4
Cc1ncc(CC(=O)n2cc(C(=O)c3cc(F)ccc3O)cn2)s1 | -2.4 | 12 | 11 | -3.5 | -2 | -0.2 | -3 | -2 | ?
CSc1ccc(Cl)c(C(=O)OCC(=O)N2CCNC2=O)c1 | 0.1 | 0 | 8 | -4.4 | -3 | -0.6 | 2 | 0 | 1.4

Structures above with a cyano group, in the order listed:
Compound | Mtb UGM inh | GDH-TPI counter | CCHF vOTU inh | FadD28 binding | PrPC TRFRET | BioA inh | FBA Mtb inh | BoNT-F LC inh | BoNT-A LC inh2
N#Cc1c(-c2ccccc2)nc(SCC(=O)Nc2ccccc2)[nH]c1=O | 3.1 | -3 | 14 | -4.1 | 28* | 3.3 | 0 | 4 | 0.2
Cc1ccnc(SCC(=O)Nc2sccc2C#N)n1 | -1.3 | 2 | 11 | -2.7 | -1 | -0.1 | 0 | -6 | -2.4

High-throughput results as filed in PubChem.
